FBW7 activator = human FBW7 E3 ligase activation, primary screen | AlphaScreen FBW7–phospho-cyclin E peptide binding, activator screen | normalized activity (activation), % at 26.1 µM | 650,000 compounds, 0.13% hits | AID 1259310; in the data active means normalized activity above about 1.9%;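 further: purified mutant Fbw7 with reduced substrate affinity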
Target sequence (Q969H0 whole entry, looked up): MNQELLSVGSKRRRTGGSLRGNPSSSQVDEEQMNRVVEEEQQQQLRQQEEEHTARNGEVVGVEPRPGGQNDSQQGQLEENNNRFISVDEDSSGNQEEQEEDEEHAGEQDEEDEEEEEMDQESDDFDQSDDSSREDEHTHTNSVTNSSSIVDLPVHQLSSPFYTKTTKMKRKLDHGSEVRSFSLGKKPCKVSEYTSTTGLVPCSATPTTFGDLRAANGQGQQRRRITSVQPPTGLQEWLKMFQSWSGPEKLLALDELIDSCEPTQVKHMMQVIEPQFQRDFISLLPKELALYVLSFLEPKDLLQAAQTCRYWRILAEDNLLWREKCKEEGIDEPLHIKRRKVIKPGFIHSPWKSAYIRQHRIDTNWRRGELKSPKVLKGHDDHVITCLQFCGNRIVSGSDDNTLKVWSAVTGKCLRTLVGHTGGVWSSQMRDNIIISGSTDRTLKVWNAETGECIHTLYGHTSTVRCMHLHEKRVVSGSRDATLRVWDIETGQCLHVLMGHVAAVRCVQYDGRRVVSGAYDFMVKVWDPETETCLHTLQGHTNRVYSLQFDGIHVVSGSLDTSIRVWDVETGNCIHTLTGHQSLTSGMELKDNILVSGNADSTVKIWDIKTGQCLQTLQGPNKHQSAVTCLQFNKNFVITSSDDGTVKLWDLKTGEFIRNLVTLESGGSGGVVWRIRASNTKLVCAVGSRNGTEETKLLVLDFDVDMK
TEAD-YAP block = TEAD-YAP interaction inhibition; HEK-TIYL cells, TEAD-Gal4/YAP UAS-luciferase luminescence; inhibition, % at 9.12 µM; 640,000 compounds, 1.4% hits; in the data active means inhibition above about 32%;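 further: 0% = median of test compound wells and 100% = reference inhibitor wells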
MITF inh = human MITF inhibition, primary screen; inhibition, % at 2.6 µM; AID 1259374; AlphaScreen MITF homodimerization, bead proximity signal; 650,000 compounds, 0.91% hits; O75030; in the data active means inhibition above about 50%;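 further: 0% = vehicle wells with protein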
GPR151 ag = activates the human receptor GPR151; PathHunter beta-arrestin GPR151 cells, luminescence; activation, % at 11.2 µM; 650,000 compounds, 1% hits; AID 1508602; in the data active means activation above about 4.9%;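 further: 0% = median of compound wells and 100% = cells with positive control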
Starred values were filed as active, the others as inactive; · = not tested or not shown; & = joins results of further samples.

SMILES	FBW7 activator	TEAD-YAP block	MITF inh	GPR151 ag
CCOc1cc(C2C(C#N)=C(N)Oc3n[nH]c(-c4ccc(Br)cc4)c32)ccc1OC(=O)c1ccco1 (stereo not given)	-0.5	9.3	2.5	-1.3
OC[C@H]1NC[C@@H](O)[C@@H](O)[C@@H]1O	0.1	·	13.9	-1.6
Fc1cccc(Cl)c1C1CC(c2cccs2)Nc2nnnn21 (stereo not given)	0.0	4.8	-6.8	1.9
CCOC(=O)C1=C(C)N=c2s/c(=C\c3ccc(OCc4ccccc4Cl)cc3)c(=O)n2C1c1ccc(C(C)C)cc1 (stereo not given)	0.5	1.1	18.3	-1.5
COc1cc2c(cc1/C=C1/C(=O)NC(=S)N(c3cccc(C)c3)C1=O)OCO2	-0.3	0.4	-1.5	-0.6
Cc1cc(C)cc(NC(=O)C(C)N2C(=O)c3ccccc3C2=O)c1 (stereo not given)	0.2	1.0	0.0	1.6
Cc1cc(C)nc(NS(=O)(=O)c2ccc(NC(=O)COc3ccccc3)cc2)n1	-0.1	9.3	-4.3	0.7
C#CCOc1c(I)cc(/C=C2/NC(=O)NC2=O)cc1OC	0.0	-14.1	1.8	0.3
Cc1ccc(-n2c(=S)sc3c(=O)n(-c4ccc(F)cc4)c(SCC(=O)N4CCCC4)nc32)cc1C	0.1	3.5	3.0	1.8
CCc1ccc(OCCCC(=O)Nc2nccs2)cc1	-0.2	-10.9	10.4	-0.6
C/C(Cn1cnc([N+](=O)[O-])n1)=N/NC(=O)COc1ccc(Cl)c(C)c1	0.1	9.6	5.7	-0.9
CCCN1C(=O)/C(=C/c2ccc(N(CC)CC)cc2)NC1=S	0.1	0.8	-4.6	0.4
Cc1ccc(S(=O)(=O)c2nc(S(C)(=O)=O)sc2NCc2ccccc2)cc1	0.1	0.7	22.4	1.7
COc1cccc(OCCC(=O)O)c1	0.1	-10.6	-7.0	1.3
CCOc1cc(CN2CCN(Cc3ccco3)CC2)ccc1OC	-0.2	-12.4	45.1	1.3
COc1nc(N(C)C)nc(N2CC(=O)N(c3ccccc3)C2=N)n1	-0.1	-4.5	-12.1	1.2
COc1ccccc1Nc1nc(Nc2ccccc2OC)c([N+](=O)[O-])c(N)c1[N+](=O)[O-]	0.1	-4.0	1.4	0.0
C=CCNC(=S)NC(=O)c1oc2ccccc2c1C	0.5	-17.8	10.5	0.6
Cc1ccc(NNC(=S)NCCCN2CCOCC2)c(C)c1	-0.1	5.2	4.7	0.3
CC1CN(/C=C/C(=O)C(F)(F)F)CC(C)O1 (stereo not given)	0.1	4.6	4.1	-0.5
Cc1ccccc1OCc1nn2c(COc3ccccc3)nnc2s1	-0.2	5.3	-11.2	-1.2
O=C(Nc1ccc2oc(-c3ccccc3Cl)nc2c1)c1ccc([N+](=O)[O-])cc1	0.4	-9.6	9.8	-1.3
Cc1ccc(NC(=O)CCN2C(=O)c3cccc([N+](=O)[O-])c3C2=O)c(Br)c1	0.2	-3.4	-21.6	0.7
O=[N+]([O-])c1ccc(Oc2ccc(S(=O)(=O)Nc3ccccn3)cc2)cc1	0.1	11.1	-11.1	0.7
N#Cc1ccc(-c2ccc(OCC(=O)c3ccc[nH]3)cc2)cc1	0.4	-10.5	20.9	2.7
O=C(O)c1ccc2c(=O)n(Cc3ccccc3)c(=S)[nH]c2c1	-0.1	-9.4	-10.2	0.2
COc1cc(Cl)c(C)cc1NC(=O)c1nccnc1C(=O)O	-0.1	-2.8	7.7	2.0
O=C(NCc1cccnc1)c1ccc2nc(N3CCN(c4ccccn4)CC3)sc2c1	0.0	-23.8	4.3	-0.2
CC1CCN(c2ccc(C(=O)O)cc2N)CC1	-0.1	3.4	20.0	-0.4
O=C1NC(=O)C(=Cc2ccc(OCc3ccc([N+](=O)[O-])cc3)cc2)C(=O)N1	0.2	-20.5	-9.3	-0.7
O=C(NCC1Cc2cccc(-c3ccncc3)c2O1)c1cc2c([nH]c1=O)CCCC2 (stereo not given)	0.0	7.8	9.5	-0.5
CCCn1c(=O)c(C(=O)Nc2ccc(N)cc2)c(O)c2ccccc21	0.7	5.4	8.5	-0.7
Cc1ccc(C2=N/C(=C\c3ccc([N+](=O)[O-])cc3)C(=O)O2)cc1[N+](=O)[O-]	0.2	-0.3	15.2	0.4
CCn1cc(C(=O)N[C@H](C)Cn2nnc3ccccc32)c(=O)c2ccc(C)nc21	0.1	-6.0	0.5	1.7
O=C1CC2(CCN(C(=O)COc3ccc(Cl)cc3)CC2)Oc2ccccc21	0.9	-9.4	-2.1	1.0
COc1cc(-c2ccc3c(-c4cnn(C)c4)[nH]nc3n2)ccc1O	0.0	-23.8	-15.6	-2.2
COc1ccccc1NC(=O)CNS(=O)(=O)c1ccc(C(C)(C)C)cc1	0.1	-1.1	12.9	-0.4
COc1ccc(S(=O)(=O)N(C)CC(=O)Nc2ccccc2)cc1C	0.1	-3.7	-12.9	0.5
Cc1ccc2c(c1)c(=O)c1ccccc1n2CC(=O)Nc1cccc([N+](=O)[O-])c1	0.2	7.1	10.1	2.5
CCOc1ccc(C2C(C(=O)Nc3ccc(C)cc3C)=C(C)Nc3ncnn32)cc1OC (stereo not given)	0.1	-5.8	1.9	1.2

The final six entries of the section before are carried over, then new ones follow:
SMILES	FBW7 activator	TEAD-YAP block	MITF inh	GPR151 ag
O=C1CC2(CCN(C(=O)COc3ccc(Cl)cc3)CC2)Oc2ccccc21	0.9	-9.4	-2.1	1.0
COc1cc(-c2ccc3c(-c4cnn(C)c4)[nH]nc3n2)ccc1O	0.0	-23.8	-15.6	-2.2
COc1ccccc1NC(=O)CNS(=O)(=O)c1ccc(C(C)(C)C)cc1	0.1	-1.1	12.9	-0.4
COc1ccc(S(=O)(=O)N(C)CC(=O)Nc2ccccc2)cc1C	0.1	-3.7	-12.9	0.5
Cc1ccc2c(c1)c(=O)c1ccccc1n2CC(=O)Nc1cccc([N+](=O)[O-])c1	0.2	7.1	10.1	2.5
CCOc1ccc(C2C(C(=O)Nc3ccc(C)cc3C)=C(C)Nc3ncnn32)cc1OC (stereo not given)	0.1	-5.8	1.9	1.2
CC1=C(C(N)=O)C(c2cccc([N+](=O)[O-])c2)n2nnnc2N1 (stereo not given)	0.2	4.4	4.2	1.4
COc1cc(S(=O)(=O)NCc2ccc3c(c2)OCO3)ccc1Br	0.0	-14.3	-6.4	0.1
NC(=S)N/N=C1\CC(n2nnnc2-c2ccccc2)C2COC1O2 (stereo not given)	0.0	3.9	11.9	0.0
CC(=O)NC(CC(C)C)c1nnc2n1CCN(Cc1cccs1)CC2 (stereo not given)	-0.1	1.7	1.3	1.5
c1cc2c(cc1Nc1nc(N3CCCCC3)nc(N3CCCCC3)n1)OCO2	2.2*	-5.0	0.9	-1.7
Cc1ccc(S(=O)(=O)NCCc2c(C)n(Cc3ccccc3)c3ccccc23)cc1	-0.1	3.1	6.6	0.7
CCCCNc1nc(=S)n(CC)c(C)c1C(C)=O	0.0	-2.7	1.6	-0.4
CCc1cc2c(=O)c(-c3nc4ccccc4n3C)c(C)oc2cc1OC(C)=O	-0.2	-6.6	2.7	1.1
COc1ccc(Cl)cc1NS(=O)(=O)c1ccc(OC)c(C)c1C	-0.1	42.5*	9.1	0.2
CN(C)c1ccc(C2Oc3ccc(Cl)cc3C3CC(c4cccs4)=NN32)cc1 (stereo not given)	0.1	-29.7	7.0	-1.5
COCCCNC(=S)NNC(=O)CCC(=O)Nc1ccc(C)c(C)c1	-0.2	6.7	-9.6	0.2
COc1ccc(NC(=O)C2CC(=O)N(C)C(=Nc3ccc(C)c(Cl)c3)S2)cc1 (stereo not given)	0.1	7.5	0.8	1.4
COc1ccccc1N1CCN(C(=O)c2sc3ncnc(N4CCc5ccccc5C4)c3c2C)CC1	0.2	-17.1	26.3	1.2
Cc1ccc2nc(NS(=O)(=O)c3ccc(Cl)cc3)c(Nc3ccc(C)c(C)c3)nc2c1	0.0	-3.2	9.4	-1.8
Cc1c(C(=O)C(=O)N2CCC(C)CC2)c2ccccc2n1C	-0.1	-7.8	2.5	0.2
COc1ccc(C(=O)N2CCC(C(=O)Nc3cccc(Br)c3)CC2)cc1	0.0	0.6	0.1	0.5
CCCNC(=O)Cn1nc(C)n2c(cc3occc32)c1=O	0.0	8.5	-10.9	1.2
O=C1CCc2cc(NS(=O)(=O)c3cc(F)ccc3F)cc3c2N1CCC3	0.0	-3.9	4.4	-0.3
C=CCNC(=O)/C(C#N)=C/c1cc(C)n(-c2ccc(I)cc2)c1C	-0.3	-13.2	5.2	1.3
OCc1nc2ccccc2n1CCc1ccccc1	0.2	-12.3	-10.1	0.3
CC(=O)c1ccc(OCc2cc(C(=O)N3CCN(c4ccccc4)CC3C)no2)cc1 (stereo not given)	0.1	-50.1	5.0	-2.9
CC(=O)c1ccc(S(=O)(=O)N(CCCO)Cc2cc3cc(C)c(C)cc3[nH]c2=O)cc1	-0.2	-3.4	73.5*	-1.0
Cc1sc2ncnc(Oc3ccc(-c4nnco4)cc3)c2c1C	-0.2	-2.5	-9.2	-1.9
O=C1c2cccnc2C(=O)N1c1ccc(Oc2ccccc2)cc1	-0.1	-28.6	20.9	0.5
COc1cc(Nc2nc(SCC#N)nc3ccccc23)cc(OC)c1OC	0.1	-5.7	-4.6	-1.9
CCCCN(C)CCCN1C(=O)C2C(C(=O)Nc3ccc(F)c(Cl)c3)C3C=CC2(O3)C1C(=O)NC1CCCC(C)C1C (stereo not given)	-0.1	0.5	-6.4	0.1
CCn1cnc2sc(C(=O)Nc3ccccc3OC)c(C)c2c1=O	0.1	-3.7	-17.4	-1.5
CCS(=O)(=O)NCC(c1ccco1)S(=O)(=O)c1ccc(F)cc1 (stereo not given)	-0.1	-1.7	-23.6	1.0
N#CSCC(=O)n1c2c(c3ccccc31)CCCC2	0.0	17.2	1.6	0.0
CC1=C(C(=O)Nc2cc(C)ccn2)C(c2ccc(N(C)C)cc2)C2=C(CC(C)(C)CC2=O)N1 (stereo not given)	-0.3	2.5	14.4	-1.0
Cc1cccc(C(C)C)c1NS(=O)(=O)c1ccc([N+](=O)[O-])cc1	-0.1	2.8	4.8	1.2
O=C(CCNc1ccccc1)c1ccccc1	0.1	-14.1	2.7	-0.5
Fc1ccccc1CSc1nnc(-c2ccncc2)n1-c1ccccc1	0.0	-3.9	-9.2	-0.6
CCOC(=O)c1cnn(-c2ccccc2)c1N	0.2	-17.3	-0.7	0.0
C=CCN(C(=O)c1csnn1)C(C(=O)NCc1ccccc1)c1ccc(Cl)cc1 (stereo not given)	-0.1	-4.8	4.9	0.5
O=C(O)C1CCN(S(=O)(=O)c2cc(Cl)cc(Cl)c2O)CC1	0.1	-7.6	11.8	-1.5
Cn1c2c(c(=O)n(C)c1=O)C(NS(=O)(=O)c1ccccc1)(C(F)(F)F)C(=O)N2 (stereo not given)	0.0	-6.6	1.5	0.1
N#Cc1ccccc1NC(=O)c1cccc(C(=O)Nc2ccccc2C#N)c1	0.1	-0.1	29.0	0.3
CCOC(=O)c1cc(NC(=O)c2ccc(C)cc2)c(=O)n2c1oc1ccccc12	0.0	7.8	-10.6	0.0
CCC(=O)NNc1nc2ccc(OC)cc2s1	0.6	3.5	-9.3	6.3*
Cc1cccc([C@@H]2C[C@H]3CN(Cc4cccc(Cl)c4)C(=O)[C@]34CCCN24)n1	0.0	8.0	-8.4	0.1
Cc1noc(NS(=O)(=O)c2ccc(NC(=O)C3(C)CC3(Cl)Cl)cc2)c1C (stereo not given)	0.9	5.0	30.9	0.7
NC(=O)c1nn(-c2ccccc2)nc1NC(=O)Cn1nnc(-c2ccccc2F)n1	-0.1	14.2	10.3	-1.1
CCc1cc(N(C)C)n2nc3nc(C)cc(C)c3c2n1	0.3	7.2	13.5	-0.3
COC(=O)c1cccc(COC(=O)CCC(=O)Nc2cccc3ccccc23)c1	0.5	-4.0	47.5	-1.6
COc1cc(/C=N/n2cnnc2)cc(Cl)c1OS(=O)(=O)c1ccc(C)cc1	0.6	3.8	12.5	0.6
CC(=O)c1ccc(OCCCC(=O)Nc2cc(S(=O)(=O)N(C)C)ccc2C)cc1	0.0	-0.1	6.4	-1.2
COc1cc(C=O)cc(I)c1OCc1cccc([N+](=O)[O-])c1	0.5	0.1	23.0	0.2
COc1ccc(NC(=O)Nc2ccc(CN3CCN(c4ccccn4)CC3)cc2)cc1	-0.3	11.2	1.8	-0.3
O=C1CCCN1CCn1cnc2c(NCCc3ccc(O)cc3)nc(NCc3ccc4c(c3)OCO4)nc21	0.0	-1.3	11.2	-0.4
The listing continues:
SMILES	FBW7 activator	TEAD-YAP block	MITF inh	GPR151 ag
CC1=NN(c2ccc(Cl)cc2)C(=O)/C1=C/N(C)C	0.1	3.4	10.8	-2.0
Cc1ccc(N2CC(C(=O)NCc3ccc4c(c3)OCO4)CC2=O)cc1C (stereo not given)	0.3	-3.1	0.0	-0.3
O=C1OC(c2ccc(F)cc2)=N/C1=C\c1cccc(Cl)c1Cl	0.1	-0.8	10.0	-0.2
CCCNc1ncnc2c1nc(-c1cccs1)n2C(C)C	0.1	2.3	6.7	0.2
COCc1cc(C)[nH]c(=O)c1C(=O)NC12CC3CC(CC(C3)C1)C2	0.0&-0.1	1.5&1.7	10.2&-0.3	2.1&1.2
O=C1C2=C(SCCS2)C(=O)N1c1ccc2ccccc2c1	0.1	-14.4	2.3	3.8
O=C(N/N=C/c1cc(O)ccc1Br)c1ccncc1	0.6	76.9*	114.4*	-0.5
CCOc1ccc2cc(C#N)c(SCC(=O)Nc3nc(C)c(C)s3)nc2c1	-0.1	-4.0	12.0	-0.2
Cc1cc(OCC(=O)Nc2ccc(S(=O)(=O)N3CCc4ccccc43)cc2)ccc1Br	0.1	-0.7	1.5	-1.3

From PubChem
